High-throughput results deposited in PubChem BioAssay by Sanford-Burnham Center for Chemical Genomics.
tim23-1 inh: growth inhibitors of tim23-1 mutant yeast, primary screen, luminescence, uHTS | AID 463212, 2010 | inhibition, % at 20 µM | hit rate 1.3% among 330,000 | S. cerevisiae tim23-1 growth, BacTiter-Glo luminescence, 24 h;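 active = growth inhibition of the mutant yeast at or above 50%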;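 also: temperature-sensitive mutant grown at 25 °C; plate controls were DMSO-treated mutant yeast for no effect and medium wells lacking yeast for full effect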
UPR XBP1 act: activators of adaptive XBP1 UPR arm, primary screen, cell-based, CHO-XBP1 luciferase reporter, luminescence, uHTS; AID 463104, 2010; IRE1-XBP1 UPR activation; percent of tunicamycin response, DMSO as zero; hit rate 0.33% among 330,000; activation, % at 20 µM;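 active = versus positive control, 20 µM dose yields 30% or more activation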;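 also: 100% = tunicamycin at 10 µg/mL and 0% = DMSO only wells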
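Material: CHO cell line with stable XBP1 luciferase reporter; buffer or medium: F12 medium containing 10% fetal bovine serum; compound: single point, 20 µM final compound, 1% DMSO; incubation: 6 h treatment, 37 °C; measured by: glow luminescence from Steady-Glo reagent; evaluation: activation, % of tunicamycin; control set: tunicamycin high, DMSO low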
APJ agonist: agonists of human apelin receptor APJ, primary screen, CHO-K1 cells, PathHunter beta-arrestin, luminescence | 0% DMSO wells, 100% apelin | activation, % at 20 µM | hit rate 0.11% among 330,000 | AID 2520, 2010;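 active = activation more than six SD over the plate average, tested at 20 µM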;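 also: 0% = DMSO alone and 100% = apelin-13 at 10 nM; some results filed as inactive read as strong as hits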
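Test system: CHO-K1 APJ beta-arrestin complementation cell line. Amount: cell density 1000 per well. Controls: DMSO negative, 10 nM Apelin-13 positive. Signal: luminescent beta-gal fragment complementation, chemiluminescent substrate. Read-out basis: agonist-driven arrestin binding to APJ. Timing: compound stimulation 90 min at 25 °C, detection 60 min.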
697 NFkB inh: inhibitors of PMA/ionomycin-induced NF-kB reporter, 697 cells, primary screen, B-cell NF-kB inhibitor project, cell-based, luminescence, uHTS; 697 B-cell NF-kB luciferase reporter, 16 h; inhibition, % at 4 µM; hit rate 0.33% among 330,000; AID 435022, 2010; in the data active = inhibition above about 35%
Jurkat NFkB inh: inhibitors of induced NF-kB luciferase reporter, primary screen, TCR NF-kB activation inhibitor project, cell-based, luminescence, uHTS. inhibition, % at 4 µM. hit rate 0.53% among 330,000. AID 435003, 2010. Jurkat, PMA/ionomycin-induced NF-kB luciferase reporter; in the data active = inhibition above about 50%
APJ antagonist: antagonists of human apelin receptor APJ, primary screen, CHO-K1 cells, beta-arrestin complementation, luminescence; P35414; inhibition, % at 20 µM; hit rate 0.32% among 330,000; AID 2521, 2010;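 active = inhibition above about 40% at 20 µM, limit read from the data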;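 also: cells challenged with 10 nM apelin-13 agonist together with compound; plate controls were apelin-13 plus DMSO wells for no effect and DMSO wells lacking apelin-13 for full effect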
UPR CHOP act: activators of apoptotic CHOP UPR arm, primary screen, cell-based, CHO-CHOP luciferase reporter, luminescence, uHTS. UPR activation; percent of tunicamycin response over DMSO baseline. activation, % at 10 µM. hit rate 0.34% among 330,000. AID 449763, 2010;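 active = at 10 µM dose, activation of 40% or more, normalized to positive control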;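 also: 100% = tunicamycin at 10 µg/mL and 0% = DMSO alone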
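Assay system: CHO cells with stable CHOP pathway luciferase reporter; Buffer or medium: F12 plus 10% serum; Times: 16-18 h cell attachment, then 6 h compound exposure, 37 °C; Signal: luciferase luminescence; Read-out basis: percent activation relative to tunicamycin control; Control set: tunicamycin high control, DMSO low control.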
Mdm2-MdmX inh: inhibitors of human Mdm2-MdmX association, primary screen, cell-based, luminescence, split luciferase, SaOS-2, uHTS; Protein Mdm4 (Homo sapiens) + E3 ubiquitin-protein ligase Mdm2 (Homo sapiens), …; SaOS-2 split-luciferase Mdm2/MdmX complementation; inhibition, % at 8 µM; hit rate 3% among 330,000; AID 485346, 2010;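 active = inhibition of at least 50% at 8 µM in the primary screen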
Target sequence (O15151 whole entry, looked up): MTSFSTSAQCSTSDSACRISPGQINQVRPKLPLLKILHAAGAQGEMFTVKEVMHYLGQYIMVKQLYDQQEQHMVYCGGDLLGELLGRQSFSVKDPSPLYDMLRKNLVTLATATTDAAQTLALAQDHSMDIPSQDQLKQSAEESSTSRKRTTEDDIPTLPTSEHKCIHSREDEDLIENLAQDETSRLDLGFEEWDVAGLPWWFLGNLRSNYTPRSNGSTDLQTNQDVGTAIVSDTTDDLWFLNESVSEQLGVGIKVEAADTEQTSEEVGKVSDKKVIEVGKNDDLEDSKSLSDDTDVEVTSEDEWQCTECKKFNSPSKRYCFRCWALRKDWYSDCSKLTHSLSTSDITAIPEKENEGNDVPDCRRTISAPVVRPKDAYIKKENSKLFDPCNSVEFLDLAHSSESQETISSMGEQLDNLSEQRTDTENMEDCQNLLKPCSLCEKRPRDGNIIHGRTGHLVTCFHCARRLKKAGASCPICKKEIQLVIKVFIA
Target sequence (Q00987 whole entry, looked up): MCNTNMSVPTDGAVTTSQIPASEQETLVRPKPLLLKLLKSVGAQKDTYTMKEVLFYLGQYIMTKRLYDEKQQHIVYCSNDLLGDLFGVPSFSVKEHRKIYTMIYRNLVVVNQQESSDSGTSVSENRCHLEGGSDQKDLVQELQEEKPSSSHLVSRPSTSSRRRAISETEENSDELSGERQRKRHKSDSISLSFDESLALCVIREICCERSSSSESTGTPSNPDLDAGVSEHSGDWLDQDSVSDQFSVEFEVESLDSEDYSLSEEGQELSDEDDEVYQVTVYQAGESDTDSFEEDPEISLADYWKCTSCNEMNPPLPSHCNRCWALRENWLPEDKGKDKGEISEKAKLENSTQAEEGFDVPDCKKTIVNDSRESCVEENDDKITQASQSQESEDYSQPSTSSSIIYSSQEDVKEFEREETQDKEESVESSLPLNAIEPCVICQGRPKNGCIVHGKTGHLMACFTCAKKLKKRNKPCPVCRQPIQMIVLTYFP
Numbers without * were called inactive.

Structure | tim23-1 inh | UPR XBP1 act | APJ agonist | 697 NFkB inh | Jurkat NFkB inh | APJ antagonist | UPR CHOP act | Mdm2-MdmX inh
CSc1nnc(-c2ccc(NC(N)=S)cc2)o1 | 16 | -3 | 1 | -11 | -28 | 6 | 0.6 | -5
CCCCC(=O)N(CCOC)c1nnc(-c2cccnc2)s1 | 9 | -5 | -3 | 0 | -7 | -9 | 0.8 | -4
COc1cc(NC(=O)C2CCCN(c3ncccn3)C2)cc(OC)c1 (configuration not stated) | 2 | -1 | -3 | 4 | 14 | 2 | 2.3 | 36
COc1ccc(/C=C(/NC(=O)c2ccccc2)C(=O)N/N=C/c2ccncc2)cc1 | 24 | -2 | -4 | 7 | 4 | 10 | -1.3 | 8
COc1cc(/C=C2\SC(=S)N(NS(=O)(=O)c3ccc(C)cc3)C2=O)ccc1O | 22 | -1 | -7 | 3 | -3 | 36 | -0.7 | -6
Cc1onc(-c2ccccc2)c1C(=O)Nc1ccnn1C1CCCCC1 | 25 | -1 | 3 | -1 | 0 | 10 | 0.3 | 2
Cc1nc2cc(Nc3ccncc3)ccc2s1 | 12 | 0 | 0 | 11 | 1 | -25 | -0.6 | 19
CCCCCCC1NC(C(=O)O)CS1 (configuration not stated) | 16 | -2 | 0 | -11 | -6 | -7 | 0.4 | 3
Cc1cc(NC(=O)CCCN2C(=O)/C(=C/c3cccs3)SC2=S)no1 | -30 | 6 | -1 | -5 | -5 | 4 | -2.5 | 49
Cc1ccc(N/N=C/c2c(O)cc(C)oc2=O)cc1 | 13 | -2 | 4 | 3 | 4 | -12 | 1.4 | 5
Oc1cc(-c2ccc(N3CCCCC3)nc2)cc2cccnc12 | 34 | 56* | -1 | -75 | -83 | 0 | 7.3 | 98*
COc1ccc(N(CCCN2C(=O)c3cccc4cccc(c34)C2=O)C(=O)c2cccc(OC)c2)cc1 | 10 | 2 | -1 | 7 | 1 | -8 | -1.6 | 39
CN(C)CCCNS(=O)(=O)c1ccc(N2CCC(c3ccc(Cl)cc3)=N2)cc1 | 11 | 75* | -2 | -15 | 23 | 37 | 8.3 | 100*
Cc1c(OCC(=O)N2CCC(C(=O)O)CC2)ccc2c3c(c(=O)oc12)CCCC3 | 9 | -2 | -3 | 9 | 0 | 32 | 2.3 | -22
CC12CN3CC(C)(CN(C1)C3c1ccc(Br)cc1O)C2 (configuration not stated) | 51* | -2 | -3 | -5 | 5 | 10 | -0.5 | 18
Cn1c(=O)c2cc3c(nc2n(C)c1=O)CC(c1ccccc1)CC3=O (configuration not stated) | 36 | 1 | -1 | 11 | -3 | 28 | 1.2 | 33
O=C(NC1CCCC1)C(c1cccs1)N(C(=O)c1ccco1)c1ccc2c(c1)OCO2 (configuration not stated) | 3 | -4 | -3 | 0 | -17 | -4 | -1.1 | 12
COc1ccc2cc(CO)n(C)c2c1 | 13 | -2 | 1 | -1 | 7 | -6 | 1.5 | -10
O=C(NCCO)Nc1ccc(Cl)cc1 | 0 | -2 | 1 | 16 | 2 | 12 | 1.2 | -18
O=C(COC(=O)/C=C/c1ccc(F)cc1)Nc1nnc(-c2ccccc2)o1 | -13 | 1 | -2 | -3 | -3 | 9 | 0.0 | -3
O=S(=O)(NCc1ccccc1)NCc1ccc(Cl)cc1Cl | 7 | 1 | -4 | -10 | 7 | 4 | -1.2 | 6
Cc1cc(N)ccc1-n1nc2ccccc2n1 | 3 | -2 | -4 | -10 | -18 | -6 | 0.4 | 17
C=C(C)C1CC=C(C)/C(=N/NC(=O)C2CC2c2ccccc2)C1 (configuration not stated) | 3 | -4 | -3 | 9 | 10 | -17 | 0.0 | 14
COc1ccc(NC(=O)C2C(=O)N(CCO)C3(C)CC2c2ccccc2O3)cc1 (configuration not stated) | -3 | -2 | -4 | 10 | -2 | 8 | -2.2 | 9
CCOc1ccc(-n2cnnn2)cc1S(=O)(=O)NCc1ccccc1 | 11 | -1 | -3 | 24 | -9 | 13 | -0.9 | -19
CCCCNCCCOc1ccc(C)cc1Br | 8 | 3 | -4 | -6 | 15 | -17 | -0.8 | 23
O=C(NC1CCCCC1)C1CCCN(S(=O)(=O)c2cccc3cccnc23)C1 (configuration not stated) | 21 | -1 | 0 | -2 | -7 | 14 | -0.3 | 7
CCC(c1nnnn1C(C)(C)C)N1CCN(Cc2ccccc2OC)CC1 (configuration not stated) | -4 | 3 | -3 | 8 | 3 | 3 | -0.1 | 20
Cc1nn(Cc2ccccc2)c2c1C(c1ccc(Cl)cc1)C(C#N)=C(N)O2 (configuration not stated) | 12 | 1 | 0 | 0 | 6 | 6 | 0.3 | 14
COC(=O)c1c(-n2c(C)cc(C=O)c2C)sc2c1CCCC2 | 32 | -3 | -3 | -21 | -12 | 4 | -2.1 | 24
CN1N=C(C(C)(C)C)CSC1=Nc1ccccc1 | 9 | 1 | -2 | 14 | 9 | -5 | 1.4 | 1
Cc1c(C(=O)OCC(=O)Nc2ccc(N3CCOCC3)cc2)oc2ccccc12 | -10 | -2 | 3 | -1 | 21 | 13 | -0.2 | 9
CCOc1cc2[nH]c(=S)n(C3CCN(Cc4ccccc4)CC3)c(=O)c2cc1OCC | 25 | 8 | -6 | -6 | -2 | 0 | 3.2 | 27
Cc1ccccc1N1CCN(C(=O)c2ccccc2NC(=O)C2CC=CCC2C(=O)O)CC1 (configuration not stated) | -6 | 5 | -3 | 3 | -6 | 18 | 2.1 | 18
O=C(N/N=C/c1ccccc1)c1cc(=O)[nH]c2ccccc12 | 8 | 3 | 1 | -29 | 0 | 3 | -0.4 | -10
CC(=O)C1=C(O)C(=O)N(Cc2ccco2)C1c1ccc2c(c1)OCO2 (configuration not stated) | 19 | 2 | -2 | 21 | 7 | 20 | -0.4 | 7
COc1ccc(CN2CCC(n3nccc3NC(=O)CCOc3ccccc3)CC2)cc1C | 11 | -5 | -4 | 1 | 4 | 7 | 1.8 | 14
CC1(C(=O)NCCCN2CCOCC2)Oc2cccnc2NC1=O (configuration not stated) | 25 | -2 | 0 | 8 | -3 | 10 | 0.1 | 5
O=C(CC1CC2CCC1C2)N1CCN(S(=O)(=O)c2ccccc2F)CC1 (configuration not stated) | 14 | -1 | 2 | -2 | -17 | 2 | -0.7 | 5
COC(=O)c1nn(-c2ccccc2)c(Sc2ccc(Br)cc2)c1/C=N/O | 21 | 4 | -3 | 10 | -1 | -8 | -1.7 | 12
COCCn1c(C)cc(C(=O)COC(=O)/C=C/c2cccc(OC)c2)c1C | 29 | -1 | -5 | -3 | 12 | 5 | -2.2 | 9
CCOc1ccc(C(=O)OCC(=O)N2CC(C)OC(C)C2)cc1OCC (configuration not stated) | 5 | -4 | -3 | 3 | 1 | 3 | -0.4 | -3
CC(OC(=O)CCOc1ccccc1)C(=O)Nc1ccc(Cl)cn1 (configuration not stated) | 32 | -3 | -6 | -3 | 11 | -55 | 1.6 | 20
CC1(C)NC(=O)N(CC(O)COc2ccccc2C(=O)Nc2ccccc2)C1=O (configuration not stated) | 15 | 2 | -3 | 9 | -10 | -5 | -1.2 | -17
CCC1CN(C(=O)NCc2cccc(OC)c2)c2cc(Cl)ccc2O1 (configuration not stated) | 28 | -3 | -2 | -15 | 11 | 17 | 0.1 | 5
COc1ccc(N(CC(=O)Nc2c(C)n(C)n(-c3ccccc3)c2=O)S(=O)(=O)c2ccccc2)cc1OC | -3 | 90* | -2 | 9 | -4 | -7 | 1.0 | -2
Cc1csc(CN(C)C(=O)C2CCC(=O)N(CCN(C)C)C2)n1 (configuration not stated) | -3 | -3 | -2 | 3 | -6 | -6 | -1.5 | 13
CCCC(=O)Nc1c2c(nn1-c1ccccc1)CSC2 | -3 | -2 | 1 | 9 | 18 | 9 | 1.2 | 28
Nc1ccc(S(=O)(=O)N2CCCc3ccccc32)cc1 | 5 | -6 | -1 | -5 | -7 | 3 | -0.3 | 28
O=C(Nc1nnc(CCS(=O)(=O)c2ccc(Br)cc2)s1)c1ccc([N+](=O)[O-])cc1 | 1 | 1 | -8 | -6 | -10 | 9 | 2.2 | 20
Cn1c(C(=O)N2CCCc3ccccc32)cc2sccc21 | 45 | 0 | -3 | 19 | 5 | 2 | 2.0 | -19
CCC(CC)c1nnc(NC(=O)C2CC(=O)N(CCc3ccc(F)cc3)C2)s1 (configuration not stated) | 15 | 2 | -2 | -2 | -7 | -16 | -0.2 | 1
Cn1cccc1/C=N/n1c(-c2ccc(C(C)(C)C)cc2)n[nH]c1=S | 54* | 2 | 2 | -41 | -21 | -7 | -1.5 | 6

Not a retest: entries from further up.
Structure | tim23-1 inh | UPR XBP1 act | APJ agonist | 697 NFkB inh | Jurkat NFkB inh | APJ antagonist | UPR CHOP act | Mdm2-MdmX inh
COC(=O)c1nn(-c2ccccc2)c(Sc2ccc(Br)cc2)c1/C=N/O | 21 | 4 | -3 | 10 | -1 | -8 | -1.7 | 12
COCCn1c(C)cc(C(=O)COC(=O)/C=C/c2cccc(OC)c2)c1C | 29 | -1 | -5 | -3 | 12 | 5 | -2.2 | 9
CCOc1ccc(C(=O)OCC(=O)N2CC(C)OC(C)C2)cc1OCC (configuration not stated) | 5 | -4 | -3 | 3 | 1 | 3 | -0.4 | -3
CC(OC(=O)CCOc1ccccc1)C(=O)Nc1ccc(Cl)cn1 (configuration not stated) | 32 | -3 | -6 | -3 | 11 | -55 | 1.6 | 20
CC1(C)NC(=O)N(CC(O)COc2ccccc2C(=O)Nc2ccccc2)C1=O (configuration not stated) | 15 | 2 | -3 | 9 | -10 | -5 | -1.2 | -17
CCC1CN(C(=O)NCc2cccc(OC)c2)c2cc(Cl)ccc2O1 (configuration not stated) | 28 | -3 | -2 | -15 | 11 | 17 | 0.1 | 5
COc1ccc(N(CC(=O)Nc2c(C)n(C)n(-c3ccccc3)c2=O)S(=O)(=O)c2ccccc2)cc1OC | -3 | 90* | -2 | 9 | -4 | -7 | 1.0 | -2
Cc1csc(CN(C)C(=O)C2CCC(=O)N(CCN(C)C)C2)n1 (configuration not stated) | -3 | -3 | -2 | 3 | -6 | -6 | -1.5 | 13
CCCC(=O)Nc1c2c(nn1-c1ccccc1)CSC2 | -3 | -2 | 1 | 9 | 18 | 9 | 1.2 | 28
Nc1ccc(S(=O)(=O)N2CCCc3ccccc32)cc1 | 5 | -6 | -1 | -5 | -7 | 3 | -0.3 | 28
O=C(Nc1nnc(CCS(=O)(=O)c2ccc(Br)cc2)s1)c1ccc([N+](=O)[O-])cc1 | 1 | 1 | -8 | -6 | -10 | 9 | 2.2 | 20
